Assay outcomes deposited in PubChem by The Scripps Research Institute Molecular Screening Center.
M4 ag: agonists of human muscarinic M4 receptor (CHRM4); P08173; CHO-K1 hM4/Gqi5, Fluo-8 calcium fluorescence; vehicle 0%, full acetylcholine response 100%; activation, % at 3 µM; actives 0.14% (n = 360,000); AID 624127;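 active = activation above the run mean over all test wells plus 3 SD, cut at about 32% in these data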;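 also: peak over basal fluorescence ratio per well then scaled between controls; 0% = DMSO wells and 100% = acetylcholine at EC100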
Target sequence (P08173 whole entry, looked up): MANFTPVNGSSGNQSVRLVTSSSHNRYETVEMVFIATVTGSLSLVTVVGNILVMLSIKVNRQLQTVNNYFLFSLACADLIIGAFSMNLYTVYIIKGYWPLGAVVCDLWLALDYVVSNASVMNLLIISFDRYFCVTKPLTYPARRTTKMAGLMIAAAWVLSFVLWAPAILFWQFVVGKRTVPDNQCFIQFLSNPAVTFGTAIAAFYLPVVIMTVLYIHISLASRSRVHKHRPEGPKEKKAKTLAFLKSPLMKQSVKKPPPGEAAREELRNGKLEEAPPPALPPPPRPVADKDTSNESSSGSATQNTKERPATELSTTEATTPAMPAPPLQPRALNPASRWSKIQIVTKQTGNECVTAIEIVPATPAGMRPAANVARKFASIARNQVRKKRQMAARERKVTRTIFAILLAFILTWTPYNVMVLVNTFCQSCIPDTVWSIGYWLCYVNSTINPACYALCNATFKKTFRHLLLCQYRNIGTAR
CHRM4 PAM: CHRM4 positive allosteric modulation; P08173; CHO-K1 hM4/Gqi5, Fluo-8 calcium fluorescence, ACh EC20; 0% = ACh EC20, 100% = maximal ACh; activation, % at 3 µM; actives 0.4% (n = 360,000);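 active = activation above its plate's cutoff, the mean activation of sample wells plus 3 SD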; also: some results filed as inactive read as strong as hits
CHO-K1 Ca ag: nonselective activator or artifact in parental CHO-K1 cells; Fluo-8 calcium fluorescence; scaled to maximal ATP response, vehicle zero; activation, % at 3 µM; actives 0.48% (n = 360,000); in the data active = activation above about 15%;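 also: untransfected CHO-K1 host cells lacking M1 receptor as counterscreen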
CHRM5 PAM: CHRM5 positive allosteric modulation; actives 0.3% (n = 360,000); AID 624038; CHO-K1 hM5, Fluo-8 calcium, ACh EC20 PAM; 0% = ACh EC20, 100% = ACh EC100; P08912; activation, % at 3 µM;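 active = activation above the run cutoff, the mean activation of all test compounds plus 3 SD, cut at about 18% in these data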
Target sequence (P08912 whole entry, looked up): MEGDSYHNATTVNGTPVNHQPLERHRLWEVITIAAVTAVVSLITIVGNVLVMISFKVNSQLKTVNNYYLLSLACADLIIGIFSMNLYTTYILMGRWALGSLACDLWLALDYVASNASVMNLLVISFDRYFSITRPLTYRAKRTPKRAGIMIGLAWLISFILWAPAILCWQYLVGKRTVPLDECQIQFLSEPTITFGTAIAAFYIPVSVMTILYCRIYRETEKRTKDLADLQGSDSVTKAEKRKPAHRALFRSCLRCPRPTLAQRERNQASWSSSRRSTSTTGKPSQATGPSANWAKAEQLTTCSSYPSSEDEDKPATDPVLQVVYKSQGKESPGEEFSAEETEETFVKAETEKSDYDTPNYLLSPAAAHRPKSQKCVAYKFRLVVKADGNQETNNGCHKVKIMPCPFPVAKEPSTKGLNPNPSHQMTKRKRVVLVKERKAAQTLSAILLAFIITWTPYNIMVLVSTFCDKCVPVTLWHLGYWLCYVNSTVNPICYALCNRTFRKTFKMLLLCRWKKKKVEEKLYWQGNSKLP
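System: CHO-K1 hM5 cells. Reagent: acetylcholine, EC20 level. Compound dosing: single dose, 3 µM nominal final test concentration. Timing: Post-acetylcholine fluorescence recording 140 s. Detection: Fluo-8 calcium fluorescence. Read-out: % activation, ACh-normalized. Benchmarks: ACh EC20 and EC100 wells. Repeats: singlicate, one well per test compound.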
M4 antag: blocks acetylcholine activation of human M4 receptor. actives 0.73% (n = 360,000). CHO-hM4 cells, ACh EC80, Fluo-8 calcium fluorescence. AID 624125. P08173. inhibition, % at 3 µM;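 active = inhibition above its plate's cutoff, the mean inhibition of sample wells plus 3 SD, cut at about 27% in these data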;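 also: 0% = acetylcholine EC80 with DMSO and 100% = DMSO without agonist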
CHO-K1 Ca antag: nonselective inhibitor or artifact in parental CHO-K1 cells; inhibition, % at 3 µM; ATP-induced calcium, Fluo-8 fluorescence; AID 602250; actives 0.6% (n = 360,000);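 active = inhibition above a per-plate cutoff, the plate's mean sample inhibition plus 3 SD, cut at about 24% in these data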;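 also: 0% = DMSO plus EC80 ATP and 100% = DMSO alone without ATP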
CHO-K1 Ca PAM: counter-screen for M1 PAMs: effect in parental CHO-K1 cells; actives 0.02% (n = 360,000); ATP EC20, Fluo-8 calcium fluorescence; 0% at ATP EC20, 100% at ATP max; activation, % at 3 µM;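 active = activation above the run cutoff, the mean activation of all test compounds plus 3 SD, cut at about 40% in these data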;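 also: peak over basal fluorescence ratio in a 140 s read after ATP addition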
M5 antag: antagonists of human muscarinic M5 receptor (CHRM5); P08912; CHO-hM5 cells, Fluo-8 calcium fluorescence, ACh EC80; inhibition, % at 3 µM; actives 0.59% (n = 360,000); AID 624040;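 active = inhibition above a per-plate cutoff, the mean of that plate's test compounds plus 3 SD, cut at about 27% in these data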;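 also: 0% = acetylcholine EC80 with DMSO and 100% = DMSO without agonist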
M5 ag: agonists of human muscarinic M5 receptor (CHRM5) | actives 0.19% (n = 360,000) | AID 624037 | activation, % at 3 µM | P08912 | CHO-K1 hM5 cells, Fluo-8 calcium fluorescence; 0% DMSO wells, 100% maximal acetylcholine response;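 active = activation above the run's mean over test compounds plus 3 SD, cut at about 23% in these data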;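 also: signal is peak over basal fluorescence ratio across the kinetic read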
* marks the source's active call; other numbers are inactive results.

item	smiles	M4 ag	CHRM4 PAM	CHO-K1 Ca ag	CHRM5 PAM	M4 antag	CHO-K1 Ca antag	CHO-K1 Ca PAM	M5 antag	M5 ag
1	Cc1onc(-c2ccccc2)c1C(=O)Nc1cccc(C#N)c1	0	1	0.4	-3	-5	-13	19	1	-1
2	O=C1NC(=O)C(=O)N1	2	-3	0.3	8	17	3	-4	-2	2
3	Cc1n[nH]c(=O)n1-c1ccc(Oc2ccccc2)cc1	0	10	-0.3	0	-8	-9	18	-1	-4
4	COc1ccc(-c2nc3ccccc3c(C(=O)Nc3ccc(S(=O)(=O)Nc4cc(C)on4)cc3)c2C)cc1	-1	16	-0.7	0	-2	-4	18	-2	-2
5	CCOC(=O)c1ccccc1NC(=O)COC(=O)CCNS(=O)(=O)c1ccccc1	5	-2	4.1	-1	0	-9	8	8	-2
6	CC1(c2ccc(OC(F)F)cc2)NC(=O)N(CC(=O)Nc2ccc(S(N)(=O)=O)cc2)C1=O (stereo unspecified)	0	-9	-0.5	-7	4	-2	-5	1	-1
7	COCCn1c(SCC(=O)N2CCOCC2)nc2ccccc2c1=O	1	-5	0.6	10	-3	-15	-3	2	-3
8	CCOC(=O)c1c(-c2ccccc2)csc1NC(=O)CCN1C(=O)c2ccccc2C1=O	2	4	0.2	6	-17	0	15	-11	-3
9	CCN(CC)S(=O)(=O)c1ccc(NC(=O)Cn2cnc3ccccc3c2=O)cc1	1	1	0.2	1	-2	-5	10	-2	-1
10	Cc1ccccc1NC(=O)COC(=O)c1n[nH]c(=O)c2ccccc12	1	8	3.0	-8	-6	9	-11	7	4
11	COc1ccc(Oc2ncnc3sccc23)cc1	2	11	0.2	18*	-11	-11	9	-7	-2
12	CC(=O)c1cccc(S(=O)(=O)NCCC(=O)NC2CCCCCC2)c1	0	-1	-0.1	-8	8	-6	-19	9	1
13	O=C(Nc1nc2ccc(Br)cc2s1)c1ccco1	1	-1	0.9	8	-5	-10	21	-10	13
14	O=C(CN1CCc2ccccc21)NN1CC(=O)N(c2ccccc2)CC1=O	0	4	0.0	2	-12	-6	13	3	5
15	CCN(CC)S(=O)(=O)c1cc(NC(=O)C(C)N2CCc3ccccc32)ccc1C (stereo unspecified)	20	-20	7.4	-23	19	-16	-2	16	-5
16	Cc1ccc(C)c(OCCC(=O)Nc2ccc(S(=O)(=O)N3CCCC3)cc2)c1	5	-3	2.8	-12	12	-16	3	0	0
17	Cc1cc(C)c2nc(N(CCCN(C)C)C(=O)C3=COCCO3)sc2c1	8	3	2.1	-2	1	6	-13	7	-4
18	OC(CN1C2=NCCCN2c2ccccc21)c1ccc2c(c1)OCO2 (stereo unspecified)	0	2	-0.1	0	-14	-2	11	2	0
19	CCn1c(COc2ccc(C)cc2)nnc1SCC(=O)Nc1ccc2c(c1)OCCO2	-1	-3	-0.5	-1	8	4	1	0	-5
20	Cc1ccc(C)c(NC(=O)NC2CCCCCCC2)c1	0	12	-0.2	16	-6	3	-5	-6	-1
21	O=C(CCCN1C(=O)C(c2ccccc2)Oc2cccnc21)NCc1ccccc1Cl (stereo unspecified)	13	-8	9.0	-10	4	-3	6	11	1
22	Cc1ccc(C(=O)Nc2ccccc2N2CCN(C(=O)C(C)C)CC2)cc1	9	-11	2.4	-10	2	-1	11	4	0
23	O=C(Nc1ccc2c(c1)CCC2)C1CCN(c2c3c(nc4ncnn24)CCC3)CC1	-1	7	1.2	-3	0	-9	13	-3	-6
24	COc1ccc(Oc2c(C)nc(SCC(=O)c3ccc(Cl)cc3)[nH]c2=O)cc1	0	-2	0.5	4	4	1	5	4	1
25	CCCCn1c(N)c(N(CCC(C)C)C(=O)c2ccc(COc3ccccc3)o2)c(=O)[nH]c1=O	0	9	0.0	-1	3	12	7	8	-3
26	Cc1ccccc1C(=O)NNC(=O)CCC(=O)Nc1cccc(Cl)c1C	0	7	-0.4	19*	-4	1	5	-7	-1
27	COC(=O)c1c(NC(=O)c2ccccc2)sc2c1CC(C)(C)NC2(C)C	1	-3	0.3	-8	0	-5	-4	0	0
28	CC(C)c1ccc(CNC(=O)C(=O)NCCCn2ccnc2)cc1	0	-6	0.8	5	6	-10	16	3	-2
29	CN(c1ccc(F)cc1)S(=O)(=O)c1ccc(Cl)c(C(=O)NCC2(N3CCOCC3)CCCCC2)c1	3	-5	0.3	-6	6	-15	7	6	-3
30	COc1ccccc1NC(=S)N/N=C/c1cccc(C)c1	-2	-3	0.4	3	2	-12	26	-4	-1
31	C=CCn1c(N/N=C/c2ccc(O)cc2)nc2ccccc2c1=O	0	-4	-0.3	3	-6	1	-5	0	-4
32	CCCCC(=O)N1CCN(c2ccc(OC)cc2[N+](=O)[O-])CC1	0	3	1.1	-2	-3	1	4	0	3
33	Cn1c(N)c(S(=O)(=O)NCc2ccccc2Cl)c(=O)n(C)c1=O	1	2	0.2	-2	1	-3	8	0	0
34	COC(=O)c1ccc(CSc2ccccc2NC(=S)Nc2cccc(SC)c2)o1	4	-1	3.3	-3	-5	-9	14	7	0
35	CSC1=NCCN1C(=O)c1ccc(S(=O)(=O)N2CCCC2)cc1	2	8	-0.2	-4	-14	2	16	0	1
36	CCC(C)NC(=O)CCNS(=O)(=O)c1ccc(Br)cc1 (stereo unspecified)	1	-1	-0.3	3	2	-6	-6	-6	3
37	C=CCn1c(SCC(=O)C23CC4CC(CC(C4)C2)C3)nc(O)cc1=O	0	-6	0.0	-5	-2	-10	22	9	0
38	CCCCn1c(N)c(N(CC)C(=O)Cc2ccc(S(=O)(=O)N3CCOCC3)s2)c(=O)[nH]c1=O	1	8	1.2	5	-12	-9	-2	2	-2
39	CCCCC(=O)N=c1sc2cc(S(C)(=O)=O)ccc2n1C	1	-2	0.3	-4	3	7	-4	5	-4
40	COc1cccc(NC(=O)CC2COc3ccccc3O2)c1 (stereo unspecified)	3	0	0.7	1	-7	-4	10	-9	-7
41	O=C(CSc1ncccc1-c1nc2ccccc2[nH]1)N1CCc2ccccc21	2	-22	0.2	-5	-1	-20	23	9	-5
42	CC(C)CN1C(=O)c2ccc(NC(=O)c3ccco3)cc2C1=O	2	1	0.9	0	-6	-9	-1	3	2
43	COc1ccc(-c2cc(=O)[nH]c(=O)[nH]2)cc1	1	6	0.0	-1	-2	0	8	-1	1
44	COc1ccc(C(=O)NCCn2ccc3ccccc32)cc1	1	-2	0.8	-6	2	0	-2	-6	-9
45	CC(=O)Nc1nnc(SCC(=O)NCCOc2ccccc2)s1	1	-6	0.8	-6	3	-9	12	-3	0
46	CN1CCN(/C(=N\O)c2nonc2N)CC1	1	-7	0.1	-19	6	14	-5	11	-6
47	Cc1cccc(NC(=O)CSCc2cc(=O)n3c(C)csc3n2)c1C	3	10	1.1	-4	-8	-16	7	-6	-3
48	CCc1nnc(NC=C2C(=O)OC(C)(C)OC2=O)s1	1	5	-0.3	0	4	-5	3	3	1
49	Cc1cccc(-n2ncc3c(N4CCC5(CC4)OCCO5)ncnc32)c1	1	-2	0.2	-7	-11	8	12	3	1
50	Cc1cc(C)n2nc(SCC(=O)N3CCOCC3)nc2n1	1	20	0.0	0	-22	5	-17	-3	5
51	CCOc1ccc(S(=O)(=O)N2CCN(C(=O)c3sccc3C)CC2)cc1	1	1	0.1	-3	-4	-7	2	-1	0
52	COc1cccc(N2CC(NS(=O)(=O)c3cccs3)CC2=O)c1 (stereo unspecified)	1	2	1.2	-3	5	-6	-1	1	1
53	Cc1cccc(CSCCNC(=O)Nc2ccccc2)c1	3	-5	4.7	-2	-10	-1	23	1	-2
54	CCN1CCN(CC(=O)NC2CCCCC2)C(=O)C1=O	1	7	0.2	0	-4	0	14	-2	1
55	CCCCC(CC)C1OCC(CN2CCCCC2)O1 (stereo unspecified)	0	-6	0.8	-1	1	-1	17	7	-11
56	c1ccc(-c2nc3nonc3nc2-c2ccccc2)cc1	-4	3	-0.1	-4	-7	-8	8	-4	-7
57	CC1=[N+]([O-])C(N2CCOCC2)C(O)(c2ccccc2)C1 (stereo unspecified)	1	7	0.2	4	3	-12	12	-5	1
58	O=C(COC(=O)c1ccc(Cl)c(S(=O)(=O)N2CCCC2)c1)NCc1cccs1	2	-2	1.7	-3	-2	-4	18	9	-3
59	c1ccc(CN2CCC3(CC2)Nc2ccccc2S3)cc1	11	-31	3.6	-18	3	1	-7	17	2
60	Cc1nc(N2CCN(C)CC2)c2c(C)c(C(=O)Nc3ccc(C)c(F)c3)sc2n1	3	4	1.3	-1	-5	-14	12	-1	-3
61	Cc1ccc(N2C(=S)NC3c4cc(Cl)ccc4OC2(C)C3C(=O)N(C)C)cc1 (stereo unspecified)	2	11	0.0	6	0	-2	-5	8	1

In the list so far, these have two or more sulfur atoms:
item	smiles	M4 ag	CHRM4 PAM	CHO-K1 Ca ag	CHRM5 PAM	M4 antag	CHO-K1 Ca antag	CHO-K1 Ca PAM	M5 antag	M5 ag
34	COC(=O)c1ccc(CSc2ccccc2NC(=S)Nc2cccc(SC)c2)o1	4	-1	3.3	-3	-5	-9	14	7	0
35	CSC1=NCCN1C(=O)c1ccc(S(=O)(=O)N2CCCC2)cc1	2	8	-0.2	-4	-14	2	16	0	1
38	CCCCn1c(N)c(N(CC)C(=O)Cc2ccc(S(=O)(=O)N3CCOCC3)s2)c(=O)[nH]c1=O	1	8	1.2	5	-12	-9	-2	2	-2
39	CCCCC(=O)N=c1sc2cc(S(C)(=O)=O)ccc2n1C	1	-2	0.3	-4	3	7	-4	5	-4
45	CC(=O)Nc1nnc(SCC(=O)NCCOc2ccccc2)s1	1	-6	0.8	-6	3	-9	12	-3	0
47	Cc1cccc(NC(=O)CSCc2cc(=O)n3c(C)csc3n2)c1C	3	10	1.1	-4	-8	-16	7	-6	-3
51	CCOc1ccc(S(=O)(=O)N2CCN(C(=O)c3sccc3C)CC2)cc1	1	1	0.1	-3	-4	-7	2	-1	0
52	COc1cccc(N2CC(NS(=O)(=O)c3cccs3)CC2=O)c1 (stereo unspecified)	1	2	1.2	-3	5	-6	-1	1	1
58	O=C(COC(=O)c1ccc(Cl)c(S(=O)(=O)N2CCCC2)c1)NCc1cccs1	2	-2	1.7	-3	-2	-4	18	9	-3

Compounds as they come; about 2.7% have a hit in one of these screens.
